# GSK3 alpha inh: blockers of GSK3A enzyme activity – biochemical, luminescence, cell-free homogeneous, HTS, primary screen; Glycogen synthase kinase-3 alpha (Homo sapiens), P49840; GSK-3 alpha kinase, ADP-Glo luminescence, 60 min; inhibition, % at 10 µM; 320,000 tested, 0.1% active; AID 2650, 2010;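 in the data active = inhibition above about 50%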;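 also: GST-tagged GSK-3 alpha with peptide substrate and 25 µM ATP; 0% = DMSO neutral wells and 100% = GW8510 positive control wells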
# Target sequence (P49840 whole entry, looked up): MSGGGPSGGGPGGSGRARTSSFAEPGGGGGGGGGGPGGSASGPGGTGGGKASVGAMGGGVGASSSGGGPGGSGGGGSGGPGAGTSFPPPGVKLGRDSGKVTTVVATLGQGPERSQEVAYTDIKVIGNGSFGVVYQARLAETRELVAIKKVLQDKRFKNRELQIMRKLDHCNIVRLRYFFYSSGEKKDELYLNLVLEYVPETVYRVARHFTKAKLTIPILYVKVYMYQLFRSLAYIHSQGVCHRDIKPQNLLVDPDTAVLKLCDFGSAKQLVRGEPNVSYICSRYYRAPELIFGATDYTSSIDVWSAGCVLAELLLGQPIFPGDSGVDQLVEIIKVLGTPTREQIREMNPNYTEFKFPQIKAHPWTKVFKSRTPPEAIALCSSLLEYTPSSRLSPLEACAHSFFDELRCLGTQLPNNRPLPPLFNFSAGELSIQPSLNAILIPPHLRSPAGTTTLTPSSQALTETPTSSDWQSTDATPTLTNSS
# * = called active by the depositor. These rows are one share of the data, so the mix of outcomes need not match the whole.
SMILES,GSK3 alpha inh
CCN(CC)CCNC(=O)c1ccc(NC(=O)COc2ccc3c(c2)CCC3)cc1,-1
COCCN(CC(=O)Nc1cccc(C)c1C)C(=O)c1oc2c(Cl)cccc2c1C,-1
COc1cccc(/C=C/C(=O)OCC(=O)NCCCc2ccccc2)c1OC,-3
CN(CC(=O)Nc1ccccc1Br)C(=O)CNC(=O)c1cccs1,0
CCOc1ccc(NS(=O)(=O)c2cc(C(=O)NCCN3CCOCC3)ccc2C)cc1,0
CC(C)n1nccc1NC(=O)COC(=O)c1ccc(NC(N)=O)cc1,-4
N#Cc1ccc(S(=O)(=O)Nc2ccccc2N2CCOCC2)cc1,-1
O=C(NCC1CCCO1)c1cc([N+](=O)[O-])ccc1N1CCC(Cc2ccccc2)CC1 (stereo not drawn),0
O=C(C[C@@H]1C/C=C/CCCC(=O)O[C@H](c2ccccc2)CNC1=O)NCCO,-5
O=C(O)c1cccc2c1C(=O)c1ccc(N3CCCCC3)cc1S2(=O)=O,-5
C[C@H](CO)N1C[C@H](C)[C@@H](CN(C)Cc2ccc(Cl)c(Cl)c2)Oc2c(NS(=O)(=O)c3cn(C)cn3)cccc2C1=O,-1
CC(C)CCN1C(N(C)C)=NC[C@@H]1C,0
O=C(CSc1nc2[nH]c(=O)[nH]c(=O)c2s1)Nc1cccc(F)c1,-2
C#CCOCCOCCOCCNc1nc(N2CCN(C(=O)CCCCCCCCCCNC(=O)Cn3cc(CCCCCN)nn3)CC2)nc(N2CCN(C(=O)CCCCCCCCCCNC(=O)[C@H](CO)n3cc(CCCCCN)nn3)CC2)n1,20
CSCC[C@H](NC(=O)c1ccc(OCC2CCCO2)cc1)c1nc2ccccc2[nH]1 (stereo partly drawn),-3
CCc1ccc(C(=O)OCC(=O)N(CC)c2c(N)n(Cc3ccccc3)c(=O)[nH]c2=O)cc1,-2
O=C(CSc1nnc(Nc2ccccc2)s1)NC1CCCC1,-6
O=C(COC(=O)c1cc(S(=O)(=O)Nc2ccccc2Cl)ccc1O)Nc1ccc(F)c(F)c1F,-2
CCNC(=S)N1CCN(S(=O)(=O)c2ccc(Cl)s2)CC1,-1
COc1cc(Cl)c(C)cc1NC(=O)CN(C)C1CCS(=O)(=O)C1 (stereo not drawn),-6
O=C(CNc1cccc([N+](=O)[O-])c1)NC(=O)NC1CCCCC1,-2
CN(Cc1ccco1)Cc1ccc(O)c2ncccc12,-1
O=C(c1cc(-c2ccncc2)nc2ccccc12)N1CCN(Cc2ccccc2)CC1,1
CCCCN1C(=O)C(=O)N(CC(=O)Nc2ccc(OC(F)(F)F)cc2)C1=O,-3
O=C(NC1=NCCS1)C1CCN(S(=O)(=O)c2ccccc2C(F)(F)F)CC1,-3
CC(Sc1nnnn1C)C(=O)Nc1nc(-c2ccc(F)c(F)c2)cs1 (stereo not drawn),-2
C[C@@H]1CN([C@H](C)CO)C(=O)Cc2cc(NS(=O)(=O)c3ccc(F)cc3)ccc2O[C@H]1CN(C)Cc1ccc(C(=O)O)cc1,-4
CC1CCCC(NC(=O)COC(=O)c2cc3ccccc3oc2=O)C1C (stereo not drawn),-1
CN(C)C(=O)CSc1ccc(S(=O)(=O)N2CCOCC2)cn1,-8
C[C@@H]1CN(S(=O)(=O)c2ccc3c(c2)OCCO3)CCN1S(=O)(=O)c1c(F)cccc1F,-5
Oc1cc(Cl)cc(Cl)c1Cl,-2
COc1cc(S(=O)(=O)N2CCOCC2)ccc1NC(=O)COC(=O)c1cc(OC)c(OC)c(OC)c1,-2
Cc1ccc(CNC(=O)[C@H](Cc2ccccc2)NC(=O)c2ccco2)cc1,3
CCCN(CC(=O)Nc1ccc(F)c(F)c1F)C(=O)Cc1ccc(S(=O)(=O)N2CCOCC2)s1,-1
CCc1ccc(C(=O)OCC(=O)N2CCCCCC2)cc1,-2
CCCc1nc2ccccc2c(C(=O)OCC(=O)NC2CC2)c1CC,4
O=C(O)c1cccc(S(=O)(=O)Nc2cccc(S(=O)(=O)N3CCCC3)c2)c1,-3
Cc1noc(C)c1NC(=O)N(C)C[C@@H]1Oc2c(NC(=O)c3ccncc3)cccc2C(=O)N([C@H](C)CO)C[C@@H]1C,-1
C=CC[C@@H](CC(=O)N(CCO)Cc1ccccc1)C(=O)N[C@H](COC(=O)[C@@H](CC=C)Cc1ccc(F)cc1)Cc1c[nH]c2ccccc12,1
CC1c2cccn2CCN1S(=O)(=O)c1ccc(F)cc1 (stereo not drawn),-4
COc1ccc(NC(=O)c2nc[nH]c2C(=O)NCCCCCNC(=O)OC(C)(C)C)cc1,1
COc1ccc(CNC(=O)CSc2nnc(C3CC3)n2C2CC2)cc1,-4
COC(=O)[C@H]1C[C@@H](c2ccccc2)[C@H](C)C1(C)C,-1
O=C(COC(=O)CN1C(=O)C2CCCCC2C1=O)NCc1ccc(Cl)cc1Cl (stereo not drawn),0
COc1cc(C(C)=O)ccc1OCC(=O)Nc1ccc(C)c(S(=O)(=O)N2CCCCCC2)c1,1
NC(=O)NC(CC(=O)NNC(=O)c1ccccn1)c1ccccc1Cl (stereo not drawn),0
CN(C)c1ccc(-c2cc(O)c3ncccc3c2)cc1,-2
CN(CC(=O)Nc1ccccc1Cl)C(=O)CSc1nnc(-c2ccco2)n1C,-1
C=CC[C@@H](CC(=O)N(CCO)Cc1ccccc1)C(=O)N[C@H](COC(=O)[C@@H](CC=C)Cc1ccc(F)cc1)C(C)(C)C,0
NS(=O)(=O)c1cccc(Nc2nc3ccccc3nc2NS(=O)(=O)c2ccc(Cl)cc2)c1,-5

# 16 consecutive entries from above, quoted:
SMILES,GSK3 alpha inh
COc1cc(S(=O)(=O)N2CCOCC2)ccc1NC(=O)COC(=O)c1cc(OC)c(OC)c(OC)c1,-2
Cc1ccc(CNC(=O)[C@H](Cc2ccccc2)NC(=O)c2ccco2)cc1,3
CCCN(CC(=O)Nc1ccc(F)c(F)c1F)C(=O)Cc1ccc(S(=O)(=O)N2CCOCC2)s1,-1
CCc1ccc(C(=O)OCC(=O)N2CCCCCC2)cc1,-2
CCCc1nc2ccccc2c(C(=O)OCC(=O)NC2CC2)c1CC,4
O=C(O)c1cccc(S(=O)(=O)Nc2cccc(S(=O)(=O)N3CCCC3)c2)c1,-3
Cc1noc(C)c1NC(=O)N(C)C[C@@H]1Oc2c(NC(=O)c3ccncc3)cccc2C(=O)N([C@H](C)CO)C[C@@H]1C,-1
C=CC[C@@H](CC(=O)N(CCO)Cc1ccccc1)C(=O)N[C@H](COC(=O)[C@@H](CC=C)Cc1ccc(F)cc1)Cc1c[nH]c2ccccc12,1
CC1c2cccn2CCN1S(=O)(=O)c1ccc(F)cc1 (stereo not drawn),-4
COc1ccc(NC(=O)c2nc[nH]c2C(=O)NCCCCCNC(=O)OC(C)(C)C)cc1,1
COc1ccc(CNC(=O)CSc2nnc(C3CC3)n2C2CC2)cc1,-4
COC(=O)[C@H]1C[C@@H](c2ccccc2)[C@H](C)C1(C)C,-1
O=C(COC(=O)CN1C(=O)C2CCCCC2C1=O)NCc1ccc(Cl)cc1Cl (stereo not drawn),0
COc1cc(C(C)=O)ccc1OCC(=O)Nc1ccc(C)c(S(=O)(=O)N2CCCCCC2)c1,1
NC(=O)NC(CC(=O)NNC(=O)c1ccccn1)c1ccccc1Cl (stereo not drawn),0
CN(C)c1ccc(-c2cc(O)c3ncccc3c2)cc1,-2

# The listing continues.
SMILES,GSK3 alpha inh
OCC[C@H]1C[C@H](O)[C@@H](O)[C@]2(Cc3ccccc3O2)O1,2
CCc1ccccc1NC(=O)COC(=O)c1c(C)nsc1NC,4
Cc1nc(Cc2nnc(SCC(=O)N3CCN(c4ccc(F)cc4)CC3)o2)cs1,0
C[C@@]12C(=O)N(c3ccc(Br)cc3)C(=O)N1[C@@H]1c3ccccc3OC[C@@H]1[C@H]2c1ccccc1,0
Cc1c(NS(=O)(=O)c2cc(C(=O)N(C)Cc3ccccc3)ccc2Cl)c(=O)n(-c2ccccc2)n1C,0
C[C@H](CO)N1C[C@H](C)[C@@H](CN(C)S(=O)(=O)c2cccs2)Oc2ccc(NC(=O)c3ccncc3)cc2C1=O,-1
N#Cc1ccccc1S(=O)(=O)N1CCN(C(=O)[C@H](Cc2ccccc2)NC(=O)c2ccco2)CC1,-1
COC(=O)c1c(-c2ccc(S(C)(=O)=O)cc2)sc2ccc(OC)cc12,-2
CC(=O)c1ccc(NC(=O)COC(=O)Cc2ccsc2)cc1,-2
O=C(NCCCN1CCCC1=O)c1ccc(NS(=O)(=O)c2ccc(F)cc2)cc1,-4
OCC[C@H]1C[C@@H](O)[C@H](O)[C@]2(OCCCc3ccccc32)O1,4
O=C(COC(=O)c1ccccc1O)NCCc1c[nH]c2ccccc12,0
CCOC(=O)c1ccc(/[N+]([O-])=C/c2ccccc2)cc1,3
CCOC(=O)c1sc2nc(C)nc(SC(C)C(=O)NC3CC3)c2c1C (stereo not drawn),-1
Cc1c(NC(=O)c2cc(Br)ccc2Cl)cccc1-n1cnnn1,-1
CCOC(=O)N1CCC(NCCNC(=O)c2cccc(F)c2)CC1,-1
OCC[C@H]1C[C@@H](O)[C@H](O)[C@@]2(Cc3ccccc3CCO2)O1,-1
O=C1CC/C=C\C[C@@H](CC(=O)N(CCO)Cc2ccccc2)C(=O)NCCO1,-3
O=C(COC(=O)/C=C/c1ccc([N+](=O)[O-])cc1)Nc1ccc(F)cc1,-1
Cc1csc2nc(COC(=O)CNC(=O)c3ccc(Cl)cc3)cc(=O)n12,-1
COC(=O)[C@]1(C)N[C@H](c2ccc(-c3cccc(Cl)c3)c(OC)c2)[C@@H]2C(=O)N(C)C(=O)[C@@H]21,-2
O=C(CN1C(=O)NC2(CCCCCC2)C1=O)NCc1ccc(F)cc1,-1
CC(NC(=O)CSc1nc(C2CC2)n(-c2ccccc2)n1)c1ccco1 (stereo not drawn),0
CC[C@@]1(C(=O)OC)N[C@H](CN(C)C(=O)Nc2ccccc2)[C@@H]2C(=O)N(C)C(=O)[C@@H]21,-2
O=C(C[C@@H]1C/C=C\CCC(=O)OC[C@@H]2CCCN2C1=O)N[C@H](CO)Cc1ccccc1,-2
COc1ccc2c(C)cc(SCC(=O)NCC3CCCO3)nc2c1 (stereo not drawn),0
O=C(NC1CCN(Cc2ccccc2)CC1)c1cccc(S(=O)(=O)Nc2ccc(SC(F)F)cc2)c1,-2
CSc1ccccc1NC(=O)COC(=O)c1ccc(-n2nc(C)cc2C)cc1,1
COc1ccccc1NC(=O)COC(=O)c1cc(C)oc1C,2
Cc1ccc(OCCNC(=O)c2cc(C3CC3)nc3c2cnn3C(C)C)cc1,0
Cc1ccc(-c2nc(CC(=O)Nc3cccc(S(=O)(=O)NC4=NCCC4)c3)cs2)cc1,-1
COc1ccc(CCNC(=O)COC(=O)/C=C/c2cc(OC)ccc2OC)cc1,-4
O=C(COC(=O)Cc1cccs1)NCC(=O)Nc1ccc(F)cc1,1
O=C(C[n+]1ccccc1)N/N=C/c1ccc(Br)cc1,-4
CN(CC(=O)N(C)CC(=O)Nc1c(Cl)cccc1Cl)Cc1ccccc1F,13
NC(=O)c1cc(Cl)ccc1OCC(=O)Nc1ccc2c(c1)OCO2,-6
CC1(C)CC(=O)C=C(c2cccc(Br)c2)C1,1
N#Cc1ccc(OCC(=O)NCCN2CCOCC2)cc1,-3
COc1ccc(C(C)(C)C)cc1NC(=O)COC(=O)C1=NNC(=O)CC1,2
O=C(COC(=O)c1ccco1)NCCc1ccc(Cl)cc1,2
COc1cccc(-c2sc3ccccc3c2-c2ccc(OCCN(C)C)cc2)c1,-2
O=C(NCCc1ccc(F)cc1)c1ccc(Cl)c(S(=O)(=O)N2CCOCC2)c1,-5
Cc1ccccc1CNC(=O)CCNS(=O)(=O)c1ccc(OC(F)(F)F)cc1,-2
COCC(C)n1c(SCC(=O)NC(=O)NC2CCCC2)nc2ccccc2c1=O (stereo not drawn),-3
O=C(COC(=O)c1ccc(O)cc1O)Nc1ccc2ccccc2c1,-1
O=C(NNC(=O)c1cc(Br)ccc1O)c1csc(N2CCOCC2)n1,14
CC(=NNC(=O)c1cc(C)oc1C)c1ccc(Br)s1,-2
O=C(CCc1ccccc1)Nc1cc2c(cc1C(=O)O)OCCCO2,-3
CCOC(=O)[C@H]1[C@H]2COc3ccc(Cl)cc3[C@@H]2N2C(=O)c3ccc(F)cc3NC(=O)[C@@]12C,-2
Cc1cc(C)c(C(=O)COC(=O)Cn2nc(-c3ccccc3)oc2=O)cc1C,-2
# (next part)
SMILES,GSK3 alpha inh
CN(C1CCCCC1)S(=O)(=O)c1ccc(SCC(=O)NC(C)(C)C)nc1,-5
CN(C(=O)Cn1cc([N+](=O)[O-])ccc1=O)C1CCCCC1,1
CN(Cc1ccccc1)C(=O)c1[nH]cnc1C(=O)NCc1ccc(CNC(=O)OC(C)(C)C)cc1,1
Cc1cnc(C(=O)OCC(=O)Nc2c(Cl)cc(Cl)cc2Cl)cn1,0
CCCn1c(N)c(C(=O)COC(=O)/C=C/c2ccc(OC(F)F)c(OC)c2)c(=O)[nH]c1=O,-4
COc1ccc(C(=O)NCC(=O)OCC(=O)NC2CCCCCC2)cc1,0
O=C(C[C@H]1C/C=C\C[C@@H](Cc2ccc(F)cc2)C(=O)O[C@H](c2ccccc2)CNC1=O)NCCO,0
CC1CC(C)CN(S(=O)(=O)c2cccc(C(=O)N3CCN(c4ccc(F)cc4)CC3)c2)C1 (stereo not drawn),-5
Cc1cc(Br)c(NC(=O)COC(=O)c2ccc[n+]([O-])c2)c(Br)c1,-2
CN(C(=O)COc1ncnc2ccccc12)C1CCCCC1,1
COc1cccc(/C=C/C(=O)OCC(=O)N2CCCC2)c1OC,1
COc1ccc2nc(NC(=O)c3cccc(N4C(=O)CCC4=O)c3)sc2c1,-2
O=S(=O)(c1ccc(Br)cc1Cl)N1CCCN(c2ccc(C(F)(F)F)cn2)CC1,-3
C=CCN(Cc1ccc(Cl)s1)C(=O)CNC(=O)CNC(=O)c1ccc(Cl)cc1Cl,-2
Nc1c(Cl)c(Cl)nc(C(=O)OCC(=O)NCc2ccccc2)c1Cl,0
COc1ccc(NC(=O)CN(C)C(=O)Cc2c[nH]c3ccccc23)cc1,-2
CC(=O)c1cc2c(cc1NC(=O)C1CN(C(C)=O)c3ccccc3O1)OCO2 (stereo not drawn),-1
COc1ccc2c(c1)[C@H]1[C@H](CO2)[C@H](c2ccccc2)[C@]2(C)C(=O)Nc3ccc(F)cc3C(=O)N12,-2
N#Cc1ccc(OCC(=O)N2CCc3ccccc32)cc1,-15
